PfHsp90 yeast 2: growth inhibition of PfHsp90-expressing yeast, primary screen, antimalarial PfHsp90 inhibitor project, S. cerevisiae, BacTiter-Glo luminescence, single point, set 2 | BacTiter-Glo ATP, 48 h; yeast lacking PDR1 and PDR3 efflux regulators | inhibition, % at 9.4 µM | 0.32% of 310,000 active;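 active means every replicate shows inhibition above about 80%, whatever the replicate mean, limit read from the data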;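 further: 0% = DMSO neutral controls and 100% = 20 µM radicicol positive controls; yeast relying on Plasmodium falciparum Hsp90 in place of its own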
SUMO Mot1 rescue: yeast Mot1-301 growth rescue at high temperature, primary screen, SUMOylation pathway inhibitor project, S. cerevisiae, ATP luminescence, 38.5C; S. cerevisiae Mot1-301 growth rescue; percent above DMSO median, 100 means doubled; growth rescue, % at 18.8 µM; 1% of 320,000 active; AID 2716, 2010;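 active means every valid replicate shows activation above 250% relative to neutral control wells; inactive means the rest, any valid replicate at or below 250%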;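 further: OY570 slx delta 5 strain wells were the positive control but not used for scaling; some compounds called inactive have numbers as strong as hits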
PKA-R2B act: activators of PKA-R2B holoenzyme, primary screen, biochemical, fluorescence polarization, Cy5-IP20, human; cAMP-dependent protein kinase catalytic subunit beta (Homo sapiens) + cAMP-dependent …; PKA-R2B holoenzyme dissociation; R2B truncated from residue 108, S112A mutant; 0% DMSO only, 100% 113 µM cGMP; activation, % at 11.4 µM; 0.079% of 340,000 active;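 active means activation above a cutoff set at the mean over all compounds plus 3 SD, cut at about 18% in these data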;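 further: higher means more holoenzyme dissociation and a rise in polarization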
Target sequence (P31323 whole entry, looked up, other chains not shown, the tested form may be a part): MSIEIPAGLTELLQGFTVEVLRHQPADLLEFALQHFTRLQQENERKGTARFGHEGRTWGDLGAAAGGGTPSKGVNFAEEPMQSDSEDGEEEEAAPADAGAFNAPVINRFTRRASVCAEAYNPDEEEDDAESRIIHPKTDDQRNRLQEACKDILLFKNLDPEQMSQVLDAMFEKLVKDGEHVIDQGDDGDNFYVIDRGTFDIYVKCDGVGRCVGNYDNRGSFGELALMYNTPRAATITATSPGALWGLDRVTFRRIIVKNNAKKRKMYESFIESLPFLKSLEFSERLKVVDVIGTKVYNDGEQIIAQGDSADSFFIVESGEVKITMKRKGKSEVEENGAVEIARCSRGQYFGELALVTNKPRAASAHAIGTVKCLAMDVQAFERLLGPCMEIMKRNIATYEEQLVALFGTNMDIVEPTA
MOR-DOR ag: agonists of OPRM1-OPRD1 heterodimerization, primary screen, cell-based, luminescence. cells. 0.3% of 340,000 active. activation, % at 9.3 µM. AID 504326, 2011; in the data active means activation above about 18%;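 further: 0% = vehicle-treated cells and 100% = reference agonist; values of inactives mirror those of a sister screen read the other way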
PKA-R1A activ: activators of PKA-R1A holoenzyme, primary screen, biochemical, fluorescence polarization, Cy5-IP20, bovine R1A, mouse PKAc. cAMP-dependent protein kinase type I-alpha regulatory subunit (Bos taurus) + …. PKA-R1A dissociation; scaled: DMSO 0%, 113 µM cGMP 100%. activation, % at 11.4 µM. 0.083% of 340,000 active;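 active means percent activation above the mean of all tested compounds plus 3 SD, cut at about 19% in these data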;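 further: higher means more PKAc released from R1A so a rise in polarization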
HTR5A inv ag: HTR5A inverse agonists in luminescence cell assay, primary screen, counter-screen for OPRM1-OPRD1 heterodimer inverse agonist project, full-deck HTS. AID 504634, 2011. 5-hydroxytryptamine receptor 5A (Homo sapiens), P47898. HTR5A cell line, inverse agonism. 0.083% of 340,000 active. inhibition, % at 9.3 µM; in the data active means inhibition mostly above about 23%, no sharp cut-off; inactive means mostly below about 18%;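 further: 0% = cells with DMSO and 100% = no-cell wells with DMSO; some compounds called inactive have numbers as strong as hits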
Target sequence (P47898 whole entry, looked up): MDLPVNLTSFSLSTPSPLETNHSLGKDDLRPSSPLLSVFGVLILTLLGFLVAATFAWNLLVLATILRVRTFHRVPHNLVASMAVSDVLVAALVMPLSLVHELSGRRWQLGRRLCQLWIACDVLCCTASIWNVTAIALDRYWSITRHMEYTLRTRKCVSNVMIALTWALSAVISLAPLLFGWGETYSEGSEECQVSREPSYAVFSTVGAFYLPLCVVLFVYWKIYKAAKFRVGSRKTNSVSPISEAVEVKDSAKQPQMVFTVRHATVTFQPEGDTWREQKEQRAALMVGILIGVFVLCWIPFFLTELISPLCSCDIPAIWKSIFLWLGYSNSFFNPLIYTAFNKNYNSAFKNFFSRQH
Tat export inh: E. coli Tat export inhibitors, primary screen, MC4100, TorA-mCherry reporter, fluorescence, single point | inhibition, % at 10 µM | 0.036% of 340,000 active;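 active means mean replicate inhibition at least 50% and at least half of replicates individually reaching 50%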;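 further: exported cargo escapes ClpAP degradation while cytoplasmic cargo is degraded and loses fluorescence; 0% = median of neutral control wells and 100% = median of NaSCN control wells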
phage Ecoli inh: growth loss of phage-infected E. coli, primary screen, RecBCD inhibitor project, absorbance, with phage, HTS; AID 651602, 2012; inhibition, % at 11.9 µM; 0.26% of 360,000 active; in the data active means inhibition above about 11%
E coli growth: E. coli V3065 growth inhibition, primary screen, counter-screen for AddAB inhibitor project, absorbance, OD600; 18 h; inhibition, % at 11.9 µM; 0.27% of 330,000 active; AID 449728, 2010;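 active means inhibition above the campaign's mean inhibition across all tested compounds plus 3 SD, cut at about 9.9% in these data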;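 further: uninfected addAB+ strain grown without phage in ampicillin broth; 0% = DMSO wells and 100% = ciprofloxacin 0.95 µg/ml wells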
OPRM1-OPRD1 inv: inverse agonists of MOR-DOR heterodimerization, primary screen, cell-based, luminescence; cell-based MOR-DOR heterodimer luminescence, inverse agonism; 0.21% of 340,000 active; AID 504357, 2011; inhibition, % at 9.3 µM; Mu-type opioid receptor (Homo sapiens) + Delta-type opioid receptor (Homo sapiens), …; in the data active means inhibition above about 22%, passing the limit was not always enough;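 further: 0% = cells with DMSO and 100% = wells without cells with DMSO; values of inactives mirror those of a sister screen read the other way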
AddAB inh: growth inhibition of E. coli expressing H. pylori AddAB, primary screen, AddAB inhibitor project, absorbance; inhibition, % at 11.9 µM; 0.29% of 330,000 active; in the data active means inhibition above about 12%;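 further: 0% = vehicle wells of infected cells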
* = called active by the depositor; . = no result given.

Order of values – PfHsp90 yeast 2 | SUMO Mot1 rescue | PKA-R2B act | MOR-DOR ag | PKA-R1A activ | HTR5A inv ag | Tat export inh | phage Ecoli inh | E coli growth | OPRM1-OPRD1 inv | AddAB inh
1	N#CC1=C(Nc2ccccc2Cl)SC(c2ccccc2O)NC1=O (stereo not given)
    0 | -4 | 3 | -3.0 | -7 | -7 | -2 | -2.0 | 3.8 | 15 | 0.4
2	Cn1c(=O)[nH]c(=O)c2c1nc(N/N=C/C(Br)=C/c1ccccc1)n2CCO
    6 | 49 | -10 | -2.8 | -7 | -12 | -5 | 1.5 | 1.6 | 14 | 4.1
3	O=C(Nc1ccc(F)cc1)C(c1ccccc1)N1CCN(CC(=O)N2CCCC2)CC1 (stereo not given)
    . | . | -3 | -4.0 | -11 | -11 | 2 | 1.0 | 1.2 | 16 | -2.0
4	CN(c1ccccc1C(=O)O)S(=O)(=O)c1ccc2[nH]c(=O)[nH]c2c1
    10 | 27 | 3 | -3.2 | 9 | -22 | -3 | -2.6 | . | 14 | .
5	COC(=O)c1cc(-c2ccc(NC(C)=O)cc2)nc2ccccc12
    -8 | -17 | -12 | -0.5 | 16 | 12 | 1 | 6.8 | -1.4 | 4 | 1.5
6	O=C(CN(C(=O)Cn1nnc(-c2ccccc2F)n1)c1cnc2ccccc2c1)NCC1CCCO1 (stereo not given)
    -17 | 3 | -5 | -2.0 | -13 | 9 | 4 | 2.6 | -0.5 | 11 | 2.0
7	Cc1c(Cl)cccc1NC(=S)NC1CCN(C(C)C)CC1
    -12 | 2 | -13 | -0.7 | -8 | 12 | 1 | 0.6 | 0.8 | 4 | -0.7
8	CCOc1ccc(C(=O)Nc2cccc3ncccc23)cc1Br
    -18 | 24 | -4 | -1.4 | 13 | -26 | 1 | 4.0 | 2.3 | 7 | 2.4
9	C=CC[C@H](CC(=O)NCCO)C(=O)NC[C@@H](OC(=O)[C@H](CC=C)CC(=O)OC(C)(C)C)c1ccccc1
    -12 | -1 | -1 | 3.5 | 4 | 7 | -7 | 1.4 | 0.5 | -19 | 1.2
10	COC(=O)c1ccc(N2C(=O)c3cc(N4CCOCC4)c([N+](=O)[O-])cc3C2=O)cc1
    -4 | -8 | -3 | -2.1 | -4 | 5 | -1 | 1.9 | -0.6 | 11 | 2.7
11	COc1ccc(CCNC(=O)CCC(=O)n2ncc3ccc(Cl)cc32)cc1OC
    34 | -5 | -1 | -0.9 | 0 | -24 | 2 | -0.4 | 2.8 | 5 | -0.2
12	CCn1nc(NC(=O)c2ccncc2)c2cc3ccccc3nc21
    3 | 22 | 13 | -1.5 | -8 | -26 | 8 | -1.2 | -1.6 | 9 | 0.0
13	Cn1c(=O)oc2cc(S(=O)(=O)N3CCc4ccccc43)ccc21
    31 | 5 | 8 | 2.0 | 5 | -25 | 5 | 2.3 | -1.5 | -10 | -0.6
14	COc1ccc(-c2cccc(NC(=O)c3ccc4c(c3)OCO4)c2)nn1
    -3 | -8 | 0 | -0.2 | -1 | 0 | -7 | 0.2 | -1.1 | 1 | 3.0
15	CC1CCN(CCOCCOc2ccccc2-c2ccccc2)CC1
    10 | 9 | 6 | 2.5 | 2 | -5 | 0 | 3.5 | 0.3 | -15 | 4.0
16	O=C(NCC1CCCO1)C1CCN(c2ccc(S(=O)(=O)N3CCCC3)cc2)CC1 (stereo not given)
    . | . | -10 | 0.0 | -2 | -2 | -4 | 3.3 | -1.6 | 0 | -0.2
17	O=C(N/N=C/c1cccc(C(F)(F)F)c1)c1ccc(O)cc1
    6 | 198 | -5 | -0.9 | -10 | -10 | 4 | 3.6 | -0.3 | 5 | 2.5
18	CCOC(=O)C1(Cc2cccc(F)c2)CCN(C(=O)c2ccoc2C)CC1
    -24 | -5 | -6 | 0.6 | 7 | -24 | 18 | 5.7 | -0.5 | -3 | 3.0
19	COC(=O)c1nn(-c2ccccc2)c(Sc2ccccc2)c1/C=N/O
    4 | 11 | -5 | 2.2 | 3 | -18 | 3 | 1.9 | 1.7 | -11 | 0.6
20	Cc1ccc(/C=C/c2ccc(=O)n(Cc3ccccc3Cl)n2)cc1
    . | -6 | -3 | 2.0 | -16 | -3 | 23 | -2.2 | -1.3 | -10 | 3.3
21	Clc1ccc(Cn2cnc3ccccc32)cc1
    -22 | -15 | 0 | 0.6 | -3 | -3 | -4 | 0.2 | 1.6 | -3 | 5.3
22	O=c1/c(=C\c2cccnc2)sc2nc3ccccc3n12
    -1 | . | 9 | -2.0 | -6 | 17 | -1 | . | . | 11 | .
23	Clc1ccc(-c2nc(/C=N/N3CCOCC3)c3ccccn23)cc1
    . | . | 5 | -1.5 | 6 | -3 | 10 | . | 1.9 | 7 | 1.4
24	COc1ccc(C(CNC(=O)c2cccc(S(=O)(=O)Nc3cccc(C)c3)c2)N2CCOCC2)cc1 (stereo not given)
    -8 | -4 | -8 | -1.7 | -8 | -13 | 1 | 0.5 | -1.6 | 9 | 0.6
25	COc1ccc(C(=O)N2CCC(C(=O)Nc3ccccc3C)CC2)cc1OC
    -11 | -1 | -9 | -1.2 | -12 | 13 | 9 | 4.1 | 0.7 | 6 | 1.4
26	COc1ccc(C(=O)Nc2cc(C(C)=O)c(C)oc2=O)cc1
    8 | 420 | -6 | -0.5 | 5 | -22 | 5 | 2.6 | -1.1 | 2 | 4.1
27	Cc1ccc(/C=N/NC(=O)c2cc3c(ccc4ccccc43)o2)cc1[N+](=O)[O-]
    4 | 78 | -1 | -2.5 | -11 | -17 | 11 | 3.2 | -0.3 | 14 | -3.8
28	COc1ccc(/C=C2\Sc3ccc(C(=O)N4CCCC4)cc3N(C)C2=O)cc1OC
    -50 | -5 | -7 | 1.6 | -16 | 3 | -1 | . | -0.3 | -9 | 2.6
29	O=C(/C=C/c1ccc([N+](=O)[O-])cc1)OCC(=O)N1c2ccccc2Sc2ccccc21
    18 | 12 | -5 | 2.0 | -4 | 6 | -5 | 4.3 | -0.9 | -10 | 1.9
30	CC(=O)N1CCN(Cc2nc3cc(NC(=O)c4ccc(F)cc4)ccc3n2C)CC1
    16 | . | -7 | -0.3 | -1 | -6 | -3 | 0.8 | 0.4 | 2 | -0.1
31	O=C(NC(=S)NCc1cccnc1)c1cc2ccccc2o1
    -67 | 6 | 12 | -1.4 | 7 | 18 | -7 | 5.6 | 0.9 | 7 | 2.7
32	COc1ccc(OCC(=O)Nc2ccc3c(c2)nc(CN2CCCC2)n3C)cc1
    1 | 6 | -7 | -0.7 | 7 | 1 | 1 | 0.6 | -1.1 | 3 | 4.0
33	CSc1ccc(C(=O)C2CCCN(C(=O)CN3CCOC3=O)C2)cc1 (stereo not given)
    6 | -15 | 3 | -1.8 | 1 | -1 | -3 | 2.6 | . | 12 | .
34	COc1cc(NC(=O)CSc2nncn2C)c(C)cc1[N+](=O)[O-]
    . | 6 | -4 | -0.9 | 12 | -7 | -6 | 3.0 | -1.3 | 6 | 1.6
35	O=C(NNC(=O)c1cccc(-n2cccc2)c1)c1ccccc1
    . | 8 | -4 | -1.6 | 3 | 12 | -1 | 3.0 | -1.2 | 6 | -0.6
36	Cn1c(CNS(=O)(=O)c2ccc(F)cc2)n[nH]c1=S
    . | -12 | -4 | -1.0 | 2 | 12 | -3 | 1.2 | 1.2 | 6 | 1.3
37	O=C(Nc1ncc(Cc2ccccc2)s1)C1COc2ccccc2O1 (stereo not given)
    19 | 5 | -8 | 0.2 | 15 | 4 | 18 | 3.0 | -0.2 | -1 | -0.5
38	COc1ccccc1NC(=O)C(C)n1cnc2c(oc3nc4c(cc32)CCCC4)c1=O (stereo not given)
    2 | -3 | 3 | -0.9 | -9 | -23 | 26 | -0.9 | -3.2 | 5 | -2.0
39	Cc1ccc(NC(=O)CN2C(=O)N/C(=C\c3cccn3-c3cccc(C(=O)O)c3)C2=O)cc1
    -3 | . | 5 | -1.0 | -7 | 11 | -16 | . | . | 5 | .
40	CCC(C)(C(=O)NC1CCCCC1)N(C)C(=O)c1ccc2c(c1)OCO2 (stereo not given)
    -13 | 2 | -12 | -1.2 | -2 | -20 | 5 | 2.1 | -1.0 | 7 | 0.2
41	Cc1c(-c2ccccc2)c(P(=O)(N2CCOCC2)N2CCOCC2)c2ccccn12
    3 | 5 | 1 | 2.4 | 0 | -13 | -5 | -0.5 | -0.4 | -15 | -1.7
42	CC(C)NC(=O)c1cc2nc(-c3ccco3)cc(C(F)(F)F)n2n1
    -18 | 2 | 7 | -1.5 | 5 | 1 | -2 | 1.6 | 1.1 | 8 | -0.8
43	CO/N=C/NC(=O)c1c(OC)ccnc1Oc1cccc(C(F)(F)F)c1
    18 | 219 | -4 | 0.2 | 1 | -5 | 0 | -1.2 | -3.2 | -1 | 2.3
44	NNC(=O)c1cc(C23CC4CC(CC(C4)C2)C3)nc2ccccc12
    10 | 13 | -7 | -3.0 | -3 | -1 | 1 | 6.2 | 0.0 | 15 | 2.3
45	CNC[C@@H]1Oc2c(NS(C)(=O)=O)cccc2C(=O)N([C@@H](C)CO)C[C@H]1C
    -8 | -22 | 5 | -1.8 | 3 | -24 | -4 | 2.0 | 0.6 | 11 | 6.6
46	Cc1ccccc1C(=O)NC1CCCCCCC1
    -20 | 15 | -6 | -4.7 | -1 | 15 | -4 | 1.5 | 2.1 | 22 | 2.0
47	CSCCC(NC(=O)/C(=C/c1ccc(F)cc1)NC(C)=O)C(=O)O (stereo not given)
    -7 | -7 | -2 | -3.0 | 0 | -13 | -5 | 3.8 | 1.4 | 16 | 5.2
48	Cc1cccc(OCC(O)CN2CCN(CCN3C(=O)c4cccc5cccc(c45)C3=O)CC2)c1C (stereo not given)
    -18 | 4 | -3 | 5.0 | 5 | 8 | 5 | 2.6 | 1.3 | -26 | -0.3
49	CN(C)c1cc2c(cc1NS(=O)(=O)c1ccccc1)n(C)c(=O)n2C
    -19 | -11 | -2 | 0.3 | -10 | -1 | 2 | 1.8 | -0.5 | -2 | 2.9
50	COc1ccc(CCNc2nc(C)nc3c2nnn3Cc2ccccc2)cc1OC
    -1 | -9 | 4 | -2.4 | -11 | -3 | -10 | 0.1 | -1.2 | 11 | 3.8
51	Cc1ccc(-n2c(Cc3cccn3C)nnc2SCC(=O)N2CCN(c3ccccc3)CC2)cc1
    -32 | -15 | 5 | 1.2 | -8 | -10 | -2 | 3.9 | -4.9 | -7 | -0.9

Screening data (PubChem)
